# Bioassay records deposited in PubChem by several laboratories.
# CAL PDZ FP-1: inhibitors of human CAL PDZ peptide binding. purified CAL PDZ, TMR-peptide fluorescence polarization, 1 h. inhibition, % at 24.9 µM. actives 0.92% (n = 300,000). AID 602252;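 active means mean inhibition of at least 30% with at least half of replicates also reaching 30%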;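 further: 0% = DMSO neutral control and 100% = excess unlabeled competitor peptide PRC23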
# MITF act: activators of MITF-driven TRPM1 promoter activity in SK-MEL-5 cells. SK-MEL-5 TRPM1-promoter luciferase, 24 h; % of positive control, neutral wells = 0. activation, % at 12.5 µM. actives 0.75% (n = 300,000);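 active means mean activation of at least 80% with every replicate also reaching 80%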;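 further: 0% = neutral control wells and 100% = parthenolide positive control wells; values of inactives mirror those of a sister screen read the other way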
# Tat transport: blocks Tat-dependent protein export in E. coli; AID 488895; actives 0.036% (n = 340,000); inhibition, % at 10 µM; E. coli MC4100 TorA-mCherry Tat export, fluorescence;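 active means mean replicate inhibition at least 50% and at least half of replicates individually reaching 50%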;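 further: exported cargo escapes ClpAP degradation while cytoplasmic cargo is degraded and loses fluorescence; 0% = median of neutral control wells and 100% = median of NaSCN control wells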
# Wnt bcat act: Wnt/beta-catenin pathway activation; Wnt/beta-catenin reporter cell assay, activator, plate reader; actives 1.2% (n = 300,000); activation, % at 9.35 µM; in the data active means activation above about 30%, passing the limit was not always enough;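 further: 0% = neutral control wells and 100% = positive control wells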
# phage Ecoli inh: E. coli growth loss with phage present | growth absorbance | inhibition, % at 11.9 µM | actives 0.26% (n = 360,000); in the data active means inhibition above about 11%
# SR-BI DiI inh: inhibitors of mouse SR-BI mediated HDL lipid uptake; inhibition, % at 12.5 µM; Q61009; actives 0.96% (n = 320,000); ldlA[mSR-BI] CHO cells, DiI-HDL uptake fluorescence, 3 h;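 active means mean replicate inhibition of at least 70% and a set share of replicates each scoring 70 or more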;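 further: 0% = median of neutral control wells and 100% = median of positive control wells; values of inactives mirror those of a sister screen read the other way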
# Target sequence (Q61009 whole entry, looked up): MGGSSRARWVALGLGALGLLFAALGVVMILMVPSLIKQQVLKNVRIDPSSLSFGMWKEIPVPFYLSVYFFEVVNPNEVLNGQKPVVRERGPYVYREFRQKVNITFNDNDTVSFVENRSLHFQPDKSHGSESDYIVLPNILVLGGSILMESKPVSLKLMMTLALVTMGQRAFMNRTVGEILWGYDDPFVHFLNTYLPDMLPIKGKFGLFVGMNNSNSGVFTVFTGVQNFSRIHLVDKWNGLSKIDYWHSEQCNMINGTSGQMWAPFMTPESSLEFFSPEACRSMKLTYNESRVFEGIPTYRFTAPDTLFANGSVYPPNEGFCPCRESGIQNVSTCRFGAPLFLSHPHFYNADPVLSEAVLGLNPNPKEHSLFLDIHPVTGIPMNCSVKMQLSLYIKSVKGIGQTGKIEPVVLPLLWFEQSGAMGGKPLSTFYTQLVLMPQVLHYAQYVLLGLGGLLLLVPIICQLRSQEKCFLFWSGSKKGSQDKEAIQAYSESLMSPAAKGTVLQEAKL
# SR-BI DiI-HDL act: activators of SR-BI mediated HDL lipid uptake. CHO ldlA[mSR-BI] cells, DiI-HDL uptake fluorescence, 3 h; 100 = double the neutral-control signal. activation, % at 12.5 µM. actives 0.096% (n = 320,000). AID 504775;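 active means mean replicate activation of at least 60% and every replicate at or above 60%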;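 further: 0% = median plate neutral-control signal and 100% = twice that signal; values of inactives mirror those of a sister screen read the other way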
#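 Material: SR-BI-overexpressing, LDLR-lacking CHO cells; schedule: compound exposure 3 h, 37 °C; reagent: DiI-labelled HDL at 10 µg/mL final; technique: bottom-read fluorescence, 550/595 nm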
# E coli growth: bacterial growth inhibition, counter-screen for AddAB inhibitors; E. coli V3065 growth, OD600 absorbance, 18 h; inhibition, % at 11.9 µM; actives 0.27% (n = 330,000);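 active means inhibition above the campaign's mean inhibition across all tested compounds plus 3 SD, cut at about 9.9% in these data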;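 further: uninfected addAB+ strain grown without phage in ampicillin broth; 0% = DMSO wells and 100% = ciprofloxacin 0.95 µg/ml wells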
# AddAB inh: less growth of phage-infected E. coli with AddAB | actives 0.29% (n = 330,000) | AID 435030 | E. coli expressing H. pylori AddAB, absorbance growth | inhibition, % at 11.9 µM; in the data active means inhibition above about 12%;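 further: 0% = vehicle wells of infected cells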
# CAL PDZ FP-2: inhibitors of human CAL PDZ peptide binding; Q9HD26; purified CAL PDZ, TMR-peptide fluorescence polarization, 1 h; inhibition, % at 20 µM; actives 0.02% (n = 330,000); AID 504414;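 active means highest replicate inhibition of at least 40%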;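 further: plate controls were DMSO neutral control wells for no effect and unlabeled competitor peptide control wells for full effect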
#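 System: purified tagged CAL PDZ domain construct (CerCALP). Schedule: 1 h incubation at room temperature before polarization reading. Medium: 25 mM sodium phosphate pH 7.4, 150 mM NaCl, TCEP, IgG, Thesit. Read-out: percent inhibition from loss of millipolarization. Measured by: FP readout, S and P plane fluorescence. Probe or stimulus: fluorescent TMR peptide probe.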
# The depositor's hits bear a star; / = no result given.
canonical_smiles	CAL PDZ FP-1	MITF act	Tat transport	Wnt bcat act	phage Ecoli inh	SR-BI DiI inh	SR-BI DiI-HDL act	E coli growth	AddAB inh	CAL PDZ FP-2
CN(C)C(=O)c1nc2ccc(Cl)cn2c1CN1CCCC(OCc2cccnc2)C1 (stereo not drawn)	-2.6	7.3	-1.6	/	5.1	-20.1	20.1	0.4	1.4	-1.8
Cc1ccc(S(=O)(=O)N2CCN(CC(=O)N/N=C/C=C/c3ccccc3)CC2)cc1	2.1	-2.8	8.9	/	-0.8	-1.7	1.7	-1.8	1.8	-0.5
CCOc1ccc(C(=O)NC(C)CCc2ccccc2)cc1 (stereo not drawn)	-0.2	/	-6.0	9.5	1.8	-9.7	9.7	-1.2	0.1	-1.3
C=C(C)c1cccc(C(C)(C)NC(=O)NCCCN2CCCC2=O)c1	-0.5	11.7	1.6	-9.2	-0.1	-1.7	1.7	-0.4	-2.5	-0.8
O=C(COC(=O)C1(c2ccc(F)cc2)CCCC1)N1CCNC1=O	-1.5	-1.3	-4.1	-1.1	1.9	-2.9	2.9	1.1	1.4	-2.3
CCCn1nnnc1NCc1ccc(C(C)C)cc1	-2.4	/	-2.8	-1.0	1.9	6.3	-6.3	0.5	1.3	-0.8
CCOC(=O)c1ccc(NC(=O)CN(Cc2ccc(Cl)cc2)S(C)(=O)=O)cc1	/	-10.2	2.1	/	2.4	6.0	-6.0	-0.9	0.1	-2.2
COc1ccccc1/C=C/C(=O)OCC(=O)NCc1ccc2c(c1)OCO2	/	-1.8	-3.8	-4.0	3.2	-23.4	23.4	1.1	1.3	-1.7
Cc1ccccc1C(=O)Nc1c(C(=O)N2CCN(C)CC2)cnn1-c1ccccc1	0.9	3.8	-7.8	1.5	1.4	-22.2	22.3	0.0	2.6	-0.9
CCCCOC(=O)c1ccc(NC(=O)C(=O)NCc2ccccn2)cc1	-8.4	-1.8	-5.3	-3.4	1.4	14.2	-14.2	2.5	4.9	-0.9
COc1ccc(NC(=S)NCC2CCN(c3ccc(OC)cc3)C2)cc1 (stereo not drawn)	-0.3	0.0	-7.0	1.6	3.6	27.5	-27.5	1.4	1.9	0.2
Cc1cc(N2CCN(C)CC2)nc2ccc(NC(=S)NCCN3CCc4ccccc4C3)cc12	-5.2	-77.3	-11.1	-1.8	-1.0	/	/	-1.5	-1.3	1.5
CCC(=O)Nc1sc(Cc2ccc3c(c2)OCO3)c(C)c1C(N)=O	-7.1	0.8	-2.9	-1.9	-0.1	/	/	-1.9	-0.4	-3.2
CN1/C(=C/C=C(C#N)C#N)C=Cc2ccccc21	-3.7	3.2	-4.3	-2.5	-0.4	/	/	-0.5	1.3	-0.7
Cc1cccc(C(=O)OCC(=O)c2ccc3c(c2)OCO3)c1O	-3.4	118.9*	2.8	57.3*	2.1	-30.9	30.9	-1.9	0.2	-3.3
CCCCNC(=O)CSc1nc(N)c(C(=O)Nc2ccc(OC)cc2)s1	-0.7	13.0	-0.7	-0.7	3.0	32.9	-32.9	-1.5	0.5	-0.1
O=C(NCc1ccccc1)C1CC(=O)N(c2ccc(OCC(=O)N3CCCC3)cc2)C1 (stereo not drawn)	-4.4	1.8	3.3	-1.8	3.1	-3.1	3.1	0.7	-0.1	-0.7
CN1CCN(C(CNC(=O)c2ccc(Br)o2)c2ccc(F)cc2)CC1 (stereo not drawn)	-2.1	0.1	0.6	-1.5	4.3	-3.7	3.7	-1.3	0.6	-1.7
COc1ccccc1NC(=O)CN1CCOCC1	-4.0	-16.3	-9.4	0.2	3.0	-10.2	10.2	0.6	1.8	-1.5
CCOc1ccccc1NC(=S)NCCc1ccc(F)cc1	0.8	-5.5	4.6	-2.4	2.0	48.1	-48.1	1.1	-0.7	-0.8
O=C1Cc2ccccc2C(=O)N1c1ccc(F)cc1Cl	-2.5	-2.7	4.9	-3.1	0.8	/	/	-0.4	3.6	-3.6
O=C(NC1C(=O)NNC1c1ccc(Cl)cc1)c1ccc(F)cc1 (stereo not drawn)	-1.6	-11.2	5.7	9.7	3.9	18.0	-18.0	-0.6	0.0	-1.6
O=C(Cc1ccccc1)Nc1ccccc1C(=O)N1CCCCC1	/	0.4	-3.6	2.5	0.9	-4.8	4.8	0.1	1.8	0.7
Cc1ccc(-c2nn(-c3cc(N4CCNCC4)ccc3[N+](=O)[O-])c(=O)c3ccccc23)cc1	-9.5	-44.0	-5.3	6.3	4.0	0.0	0.0	-2.7	-1.1	-2.5
COC(=O)Nc1ccc(S(=O)(=O)N2CCC(C(=O)NCc3ccc4c(c3)OCO4)CC2)cc1	-10.8	-13.1	-3.6	-0.6	2.1	1.8	-1.8	0.3	-0.7	0.1
COc1cc(C(=O)N2CCN(S(=O)(=O)c3cc(C)ccc3C)CC2)ccc1OCC(=O)N1CCOCC1	5.4	0.6	-0.4	-3.8	1.0	17.9	-17.9	/	/	-0.9
O=C(COc1ccc(Br)cc1)Nc1cc(S(=O)(=O)N2CCCCC2)ccc1N1CCCCC1	/	20.9	-14.8	-0.8	3.1	12.9	-12.9	-1.7	0.0	-0.5
CC1(C)C2CC[C@]3(C)C(CC=C4[C@@H]5C[C@@](C)(CO)CC[C@]5(C(=O)O)CC[C@]43C)[C@@]2(C)CC[C@@H]1O (stereo partly drawn)	/	/	/	-1.2	2.6	/	/	2.3	2.9	/
CCCC1CCC(=NNS(=O)(=O)c2ccc(C)c([N+](=O)[O-])c2)CC1 (stereo not drawn)	8.0	-4.7	-9.7	-3.7	2.7	-5.3	5.3	-0.6	1.9	-0.6
O=C(CCCOc1ccccc1)Nc1nncs1	-1.7	/	0.5	-3.5	3.5	-14.7	14.7	-0.4	-1.2	-3.9
CC(=O)c1nc(N2C(=O)C3CC=C(C)CC3C2=O)sc1C (stereo not drawn)	/	-6.0	-9.9	/	2.7	-26.4	26.4	1.1	-0.9	-0.3
O=c1[nH]cc(S(=O)(=O)NCc2ccccc2)c(=O)[nH]1	/	-3.3	-18.5	-1.1	0.4	-16.5	16.5	-0.2	2.2	0.6
CC1(C)Oc2ccc3ccc(=O)oc3c2[C@@H](O)[C@@H]1O	0.4	9.2	-11.9	0.7	2.5	-14.0	14.0	3.4	1.8	0.6
O=c1[nH]c(O)c(/C=C2\C=Nc3ccccc32)[nH]1	-1.9	/	4.7	21.4	1.2	8.9	-8.9	/	/	-0.5
COc1ccc(-c2cn3c(C)c(C(=O)N4CCN(c5ccccc5)CC4)sc3n2)cc1	-6.2	-4.1	0.4	2.3	3.3	-1.1	1.1	/	/	-1.7
Clc1cccc(Cl)c1CO/N=C/c1cccs1	-0.8	/	-1.3	1.0	0.1	-5.2	5.2	1.6	0.2	0.2
Nc1ccc2nc(-c3ccccc3)[nH]c2c1	-3.5	/	-0.9	20.7	1.4	5.9	-5.9	-0.3	2.8	-2.7
N#CC1=C(N)Oc2n[nH]c(-c3ccccc3)c2C1c1ccncc1 (stereo not drawn)	-4.2	-4.4	-3.0	-3.2	1.2	-1.7	1.7	2.0	-0.9	-2.6
COc1ccc(N)c(C)c1	-1.6	-1.7	-3.4	2.1	2.0	14.3	-14.3	/	/	0.4
N/C(=N\OC(=O)CC1CCCCC1)c1ccccn1	-1.5	87.5*	4.6	/	0.2	-0.9	0.9	3.4	1.8	-2.6
CN(C(=O)c1cccc(C(=O)N(C)c2ccccc2)c1)c1ccccc1	-0.2	-0.7	-4.2	-0.6	2.1	-5.6	5.6	0.0	1.7	-1.5
COc1ccc(-c2nnc(SCc3nc4ccccc4s3)n2C(C)C)cc1	-0.6	24.4	14.2	12.2	3.0	50.6	-50.6	3.5	3.3	-0.1
CCCCOC(=O)C1CCCC(C(=O)OCCCC)N1 (stereo not drawn)	0.2	-2.7	-7.9	/	-0.3	-9.7	9.7	-1.7	3.2	-0.3
Cc1cc(NC(=O)CCC(=O)N(CC(=O)NCC2CCCO2)c2ccccc2)no1 (stereo not drawn)	-1.7	1.0	-5.1	-3.0	1.7	-0.5	0.5	-2.6	2.7	-3.2
Cc1ccccc1NC(=O)NC1(C(=O)N2CCOCC2)CCCCC1	-4.2	10.9	-4.8	-2.1	-1.7	-11.6	11.6	1.6	2.2	-0.5
CC1Cc2nc(SCC(=O)NC3CCCCC3)n(C)c(=O)c2S1 (stereo not drawn)	0.6	-10.0	-2.9	/	1.8	-3.3	3.3	-1.1	-0.6	-2.4
COc1ccc(CNC(=O)CCCn2nc(C)c3c(C)n(-c4ccc(C)cc4)nc3c2=O)cc1OC	23.3	-29.0	5.2	-0.3	-0.5	50.3	-50.3	0.4	0.6	-0.5
CSCCC(=O)N1CCC(n2nccc2NC(=O)CCc2ccccc2)CC1	-5.8	-3.7	4.4	1.2	-2.3	14.7	-14.7	/	/	-2.0
O=S(=O)(c1ccc(Cl)cc1)N1CCC(N2CCOCC2)CC1	-0.9	/	17.6	-1.8	0.0	-2.8	2.8	-1.1	0.4	-1.8
CCOc1c(OC(C)=O)ccc(/C=C2\N=C(SCC)SC2=O)c1[N+](=O)[O-]	-3.4	3.8	-4.2	-0.3	0.6	-13.4	13.4	0.1	2.3	-2.2
O=C(COC(=O)C1=COCCO1)Nc1ccc([N+](=O)[O-])cc1C(F)(F)F	-4.5	-0.6	0.8	2.3	1.6	-14.1	14.1	0.7	-1.3	-1.1
Cc1ccc(-c2noc(CCCC(=O)N3CCOCC3)n2)cc1	-0.5	-13.1	12.4	0.9	1.3	-1.6	1.6	-0.6	1.6	-0.1
